Assay outcomes: PubChem BioAssay, Broad Institute
RAD52 inh: inhibitors of human RAD52 DNA annealing | recombinant RAD52 DNA annealing, FRET fluorescence | P43351 | inhibition, % at 18.7 µM | 0.46% of 360,000 active;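 active = every replicate showing at least 50% inhibition; inconclusive = mean inhibition at least 50% but not in every replicate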
Target sequence (P43351 whole entry, looked up): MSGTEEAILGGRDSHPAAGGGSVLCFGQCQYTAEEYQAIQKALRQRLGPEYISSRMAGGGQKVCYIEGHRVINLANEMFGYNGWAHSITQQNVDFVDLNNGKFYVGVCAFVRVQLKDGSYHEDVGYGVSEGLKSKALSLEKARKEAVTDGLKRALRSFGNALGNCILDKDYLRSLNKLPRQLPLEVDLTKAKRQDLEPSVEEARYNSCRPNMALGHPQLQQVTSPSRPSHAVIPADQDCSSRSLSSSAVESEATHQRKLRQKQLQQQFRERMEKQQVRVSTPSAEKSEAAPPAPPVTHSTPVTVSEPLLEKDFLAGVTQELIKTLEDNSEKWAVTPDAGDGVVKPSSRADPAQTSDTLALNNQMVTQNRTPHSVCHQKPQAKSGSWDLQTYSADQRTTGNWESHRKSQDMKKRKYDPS
RAD54 branch: blocks human RAD54 Holliday junction branch migration; inhibition, % at 10.4 µM; AID 602329; 0.14% of 360,000 active; FAM/BHQ fluorescence; Q92698;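 active = mean normalized replicate activity at least 40 and at least half of replicates scoring 40 or more; inconclusive = only one of the two criteria met; inactive = mean below 40 and under half of replicates reaching 40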;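 also: 0% = median of neutral control wells and 100% = median of positive control wells; inhibitors cause a drop in the FAM fluorescence signal; in these data hits start at about 50%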
DENV2 CPE: protects cells from dengue virus 2 cytopathic effect | AID 651640 | CPE inhibition, % at 9.99 µM | DENV2-infected cells, cytopathic effect rescue, plate reader | 1.7% of 350,000 active; in the data active = CPE inhibition above about 20%, passing the limit was not always enough; inconclusive = no clear call, values can overlap the other calls; tested in BHK-21 cells;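 also: 0% = median of neutral control wells and 100% = median of positive control wells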
E-sel inducer: induces E-selectin expression in human endothelial cells. P16581. HUVEC E-selectin immunofluorescence imaging; normalized: neutral wells 0, TNF-alpha wells 100. activation, % at 7.58 µM. 0.37% of 260,000 active;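 active = mean E-selectin-positive cell signal at least 10% of the positive control, reached in at least 60% of replicates, without over 20% cell loss; inconclusive = no rule given, readout overlaps actives, possibly toxicity-flagged; inactive = the rest, including those meeting only one limit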;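 also: in these data hits start at about 27%; measured in HUVEC primary endothelial cells; signal is the percent of cells scored E-selectin positive by PE staining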
Target sequence (P16581 whole entry, looked up): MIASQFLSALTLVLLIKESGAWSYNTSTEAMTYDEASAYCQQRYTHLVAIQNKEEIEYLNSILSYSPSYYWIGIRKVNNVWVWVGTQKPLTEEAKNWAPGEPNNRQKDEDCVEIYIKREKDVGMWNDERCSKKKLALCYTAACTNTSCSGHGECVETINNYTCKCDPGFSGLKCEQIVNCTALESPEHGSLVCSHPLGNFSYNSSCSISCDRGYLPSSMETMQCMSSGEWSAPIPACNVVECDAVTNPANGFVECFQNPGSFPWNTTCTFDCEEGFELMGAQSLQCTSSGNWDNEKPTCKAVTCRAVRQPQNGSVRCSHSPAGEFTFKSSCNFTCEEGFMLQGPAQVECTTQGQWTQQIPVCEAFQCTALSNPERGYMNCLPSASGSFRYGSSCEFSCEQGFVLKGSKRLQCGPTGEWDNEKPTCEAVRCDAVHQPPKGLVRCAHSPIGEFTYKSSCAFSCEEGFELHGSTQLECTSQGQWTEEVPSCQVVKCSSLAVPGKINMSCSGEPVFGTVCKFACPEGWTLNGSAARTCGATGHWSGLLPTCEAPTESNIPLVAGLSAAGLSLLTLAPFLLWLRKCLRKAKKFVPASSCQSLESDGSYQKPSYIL
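Assay system: HUVEC, human umbilical vein endothelial cells / Amount: 3,000 HUVEC/well / Controls: TNF-alpha positive control, DMSO neutral control / Compound dosing: single concentration / Medium: EGM-2 over gelatin coat / Evaluation: percent E-selectin-positive cells / Signal: immunofluorescence imaging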
INS-1E GSIS act: GLuc luminescence reporter in INS-1E cells, primary screen for activators of glucose-dependent secretion of insulin; activation, % at 16.6 µM; INS-1E GLuc reporter insulin secretion, 2-3 h; AID 743287; 0.61% of 370,000 active;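 active = lowest replicate activation of at least 40%, so every replicate reaches that level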;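 also: 0% = median of neutral control wells and 100% = median of IBMX positive control wells; some compounds called inactive have numbers as strong as hits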
Xi reactivation: activators of X-chromosome reactivation in mouse fibroblasts | XiGFP mouse fibroblasts, % GFP-positive cells imaging, 3 d; cells co-treated with 5-aza-dC sensitizer; scaled so ellipticine positive control = 100% | activation, % at 7.58 µM | 0.055% of 360,000 active | AID 743238;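 active = mean normalized replicate activation at least 10% and every replicate at or above 10%; inconclusive = only one of the two criteria met; inactive = mean below 10% and not all replicates reach 10%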;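 also: 0% = median of on-plate neutral control wells and 100% = ellipticine 6 µM median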
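Assay system: SV40-immortalized XiGFP fibroblast cells, line 68-5-11; buffer or medium: DMEM plus 5-aza-dC sensitizer; compound: one concentration, pinned; timing: compounds 3 days, fix/stain 15 min at room temperature; benchmarks: positive control ellipticine, 6 µM final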
F508del corr: correctors of CFTR F508del function in bronchial epithelial cells | CFBE cells, YFP halide quenching; stimulated with forskolin plus potentiator P3; % fluorescence drop versus neutral controls | activity (quench increase), % at 7.58 µM | 0.36% of 350,000 active;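 active = mean added fluorescence quench of at least 8% versus neutral control, with both replicates also reaching 8%; inconclusive = only one of the mean or replicate conditions met; inactive = mean below 8% and not both replicates reaching 8%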;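 also: cells transiently co-express mutant CFTR-F508del with the halide-sensitive YFP; corrector assay measuring rescue of mutant channel to the surface after 24 h compound exposure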
Casp6 inh: caspase-6 (human) enzyme inhibition; P55212; purified caspase-6, Z-VEID-R110 cleavage fluorescence; inhibition, % at 12.5 µM; 0.53% of 350,000 active; AID 686996;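 active = mean inhibition across replicates at least about 35%, with every replicate also reaching that limit, limit read from the data; inconclusive = only one of the two criteria met; inactive = neither criterion met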;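 also: 0% = median of neutral control wells and 100% = no fluorescence left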
Starred values were filed as active, the others as inactive; ? = inconclusive; . = no result given.

SMILES	RAD52 inh	RAD54 branch	DENV2 CPE	E-sel inducer	INS-1E GSIS act	Xi reactivation	F508del corr	Casp6 inh
COCCCNC(=O)C(=O)C1C(=O)Nc2ccccc21 (centres undefined)	4	.	-6	.	8	-0.1	.	-1
CC(=O)Nc1ccc(NC(=O)C(C)OC(=O)/C=C/c2cnc3ccccc3n2)cc1 (centres undefined)	-25	.	6	.	-5	0.4	0.9	-1
Cc1cccc(N2C(=O)CC(Cn3nc(C)cc3C)C2=O)c1 (centres undefined)	0	-11	1	.	8	0.4	1.4	-3
CCn1c(C)nc2cc(C(=O)NNC(=S)NC(=O)c3ccc(OC)cc3)ccc21	-29	-2	2	0.2	9	0.3	0.3	-1
COc1ccc(C)cc1NC(=O)CSCc1cc(=O)n2c(C)csc2n1	-31	-9	?	.	25	0.3	3.6	5
CCCNC(=O)N1CC2(C1)CN(C(=O)Nc1ccc(F)cc1)[C@@H](CO)c1[nH]c3cc(OC)ccc3c12	-3	.	8	0.2	-14	0.0	-1.2	2
C[C@@H]1CN([C@@H](C)CO)C(=O)Cc2cc(NC(=O)C3CC3)ccc2O[C@@H]1CN(C)Cc1ccc2c(c1)OCO2	2	8	2	49*	1	0.0	3.1	-2
CCN(C1CCCCC1)S(=O)(=O)CCNC(=O)c1ccccc1	-9	-7	4	0.0	7	0.0	0.9	-5
COc1ccc(C(=O)Cn2cnc3ccccc3c2=O)cc1OC	-23	-2	2	.	5	.	1.3	0
Cc1cc(=O)[nH]c(N/N=C/c2ccc(Br)s2)n1	-6	3	4	0.2	.	0.4	.	3
NCCc1nc(-c2ccccc2)cs1	0	-1	-6	-0.6	4	0.1	-1.2	-2
CCCCCCNS(=O)(=O)c1nc2nc(C)cc(C)n2n1	10	0	1	1.3	19	0.1	5.6	-1
CCCNC(=O)Nc1ccc2c(c1)C(=O)N(C)[C@H]1CC[C@@H](CC(=O)NCC3CCCCC3)O[C@@H]1CO2	5	-2	-5	-0.1	-1	0.3	-1.7	0
CC(=O)c1cccc(NC(=O)C2Cc3c(-c4cccc(C(N)=O)c4)ccnc3O2)c1 (centres undefined)	-3	-8	13	-0.4	-26	0.7	-1.0	2
Cc1ccc(C(=O)N2CCN=C2SCc2ccc([N+](=O)[O-])cc2)cc1	-7	.	-1	0.3	.	0.5	.	0
CCOc1ccccc1CN1CCN(Cc2c[nH]c3ccccc23)CC1CCO (centres undefined)	-17	-1	1	.	14	0.0	0.6	3
CSc1nnc(C)c(=O)n1COC(=O)c1ccc([N+](=O)[O-])cc1	-13	.	-7	0.6	24	-0.1	0.0	1
COc1ccc(OC)c(S(=O)(=O)N/N=C(/C)c2ccc3c(c2)OCO3)c1	-14	-7	0	0.0	7	0.0	-0.3	-1
Cc1ccc(S(=O)(=O)N(C)C[C@@H]2Oc3ccc(NC(=O)Nc4c(C)noc4C)cc3C(=O)N([C@H](C)CO)C[C@H]2C)cc1	4	25	-12	1.1	5	-0.9	1.8	-3
Cc1ccc(-c2ccc([C@H]3[C@H](CO)N4CCCCN(Cc5cncnc5)C[C@@H]34)cc2)cc1	20	6	-2	-0.2	6	0.4	-1.1	0
COc1cc(C(=O)Nc2ccc(NC(C)=O)cc2)ccc1OCc1ccccc1	-6	.	-6	1.3	6	-0.1	-1.4	-1
CC1(C(=O)O)CCCN(C(=O)/C=C/c2ccccc2)C1 (centres undefined)	-1	-6	-3	-0.1	5	-0.1	0.7	0
O=C(NCc1ccccc1)[C@@H]1[C@@H](CO)[C@@H]2Cn3c(cccc3=O)[C@H]1N2Cc1ccccn1	4	-2	40*	-0.4	16	0.0	-0.5	0
O=C(Nc1cccc(-c2nc3ccccc3s2)c1)c1cc(=O)c2ccccc2o1	-27	.	0	.	.	-0.1	.	1
C[C@H](CO)N1C[C@H](C)[C@@H](CN(C)C)Oc2ccc(NC(=O)CCCN(C)C)cc2C1=O	-8	-5	2	0.0	25	1.5	-0.1	-2
SMILES	RAD52 inh	RAD54 branch	DENV2 CPE	E-sel inducer	INS-1E GSIS act	Xi reactivation	F508del corr	Casp6 inh
C[C@H]1CCCCO[C@H](CN(C)C(=O)NC2CCCCC2)[C@@H](C)CN([C@@H](C)CO)C(=O)c2cc(N(C)C)ccc2O1	2	-12	-10	0.7	-10	0.2	-0.3	-2
CC1(C)C[C@H]2C3=CCC4[C@@]5(C)CC[C@H](O[C@@H]6O[C@H](C(=O)O)[C@@H](O)[C@H](O)[C@H]6O)[C@@](C)(CO)C5CC[C@@]4(C)[C@]3(C)C[C@H](O)[C@@]2(CO)[C@@H](O)[C@@H]1O (some centres undefined)	-8	-14	5	-0.2	0	0.2	0.8	17
CCOC(=O)C1(Cc2ccccc2)CCN(Cc2ccc(C)s2)CC1	-3	.	5	0.9	-46	-0.1	1.8	2
COc1ccc(S(=O)(=O)Nc2ccc3c(c2)C(=O)N([C@H](C)CO)C[C@H](C)[C@H](CN(C)Cc2ccc4c(c2)OCO4)O3)cc1	10	-25	13	-0.1	-4	0.1	2.7	3
COCCCNC(=O)c1csc([C@H]2C[C@H](O)[C@@H](CO)O2)n1	-15	-6	-2	0.9	11	-0.1	-2.5	1
C[C@@H]1CN([C@@H](C)CO)S(=O)(=O)c2ccc(C#Cc3ccccc3)cc2O[C@H]1CN(C)C	5	4	0	.	-17	0.2	-1.4	0
Cc1cc2cc(CNC(=O)c3ccc(S(=O)(=O)N4CCOCC4)cc3)ccc2[nH]1	-10	-6	4	0.4	.	0.0	1.9	-1
COc1ccc(CNC(=O)C2CCN(S(=O)(=O)c3cc(OC)ccc3OC)CC2)cc1	4	-12	.	.	32	.	.	2
C[C@@H]1CCCCO[C@@H](CN(C)Cc2ccncc2)[C@H](C)CN([C@H](C)CO)C(=O)c2cc(NS(C)(=O)=O)ccc2O1	-15	-15	1	-0.1	14	0.3	-1.8	-5
CN1C(=O)c2cc(NC(=O)C3CCCC3)ccc2OC[C@@H]2O[C@H](CC(=O)NCC3CC3)CC[C@H]21	10	-10	-9	0.1	11	0.0	-0.3	7
O=C(NC1CC1)c1nc2c(nnn2Cc2ccccc2Cl)c(=O)[nH]1	-1	2	-6	.	-9	.	0.5	3
Cc1oc(-c2ccccc2Cl)nc1CN1CCCC1c1ccc(F)cc1 (centres undefined)	-101	.	-9	.	-15	-0.1	1.1	-4
CCCOc1ccc(F)cc1-c1cc(C(=O)NCc2cccc(Cl)c2)[nH]n1	-9	-2	12	0.0	-3	0.2	1.4	-4
C[C@H]1CN([C@@H](C)CO)C(=O)c2cc(/C=C/c3ccccc3)cnc2O[C@@H]1CN(C)Cc1ccccc1	28	1	2	-0.2	-19	0.3	-1.3	-1
CCC(C)C(NC(=O)c1ccccc1)C(=O)Nc1ccc(S(=O)(=O)Nc2cc(C)nc(C)n2)cc1 (centres undefined)	-14	-12	-1	0.0	-5	-0.1	-6.7	0
O=C(c1ccc2c(c1)OCO2)N1CC(=O)N2[C@@H](CO)[C@H](c3ccc(C#CCC4CCCC4)cc3)[C@@H]2C1	21	.	9	-0.9	-31	0.2	1.6	3
COCCN(CCOC)S(=O)(=O)c1ccc(NC(=O)c2cnccn2)cc1	-12	-17	-12	.	0	0.1	-8.8	-1
CNC[C@H]1OCCCC[C@H](C)Oc2ccc(NC(=O)NC(C)C)cc2C(=O)N([C@@H](C)CO)C[C@H]1C	-72	-8	1	-0.1	6	0.1	-0.1	-1
O=C(NCc1ccc(F)cc1F)[C@@H]1CCCN1C(=O)[C@@H]1CCCN1C(=O)c1cccc2ccccc12	6	.	?	0.5	-10	0.0	3.2	-1
C=CCN1C(=O)c2ccc(C(=O)N(CCC)CC(=O)Nc3ccccc3C)cc2C1=O	-2	0	0	.	2	0.1	-0.7	-6
Cc1nn(-c2ccccc2)c(C)c1C(=O)OCC(=O)NC12CC3CC(CC(C3)C1)C2	-16	2	.	.	-26	.	0.4	1
CO[C@@H]1CN(C)C(=O)c2cc(NS(C)(=O)=O)ccc2OC[C@@H](C)N(Cc2nccs2)C[C@@H]1C	7	0	10	-0.3	10	-0.3	2.0	-1
NS(=O)(=O)c1ccc(N2CCCC2=O)c([N+](=O)[O-])c1	1	.	-3	.	-5	0.0	.	2
CC(C)n1nnnc1SCC(=O)N1CCN(Cc2ccc3c(c2)OCCO3)CC1	-13	14	-6	.	-1	0.3	0.7	-6
CC(C)CCNC(=O)C(C)N(C(=O)Cn1nnc(-c2ccc(F)cc2)n1)C1CCCC1 (centres undefined)	-6	.	.	.	-37	.	0.1	0
SMILES	RAD52 inh	RAD54 branch	DENV2 CPE	E-sel inducer	INS-1E GSIS act	Xi reactivation	F508del corr	Casp6 inh
Cc1nc(N)sc1C(=O)N/N=C/c1ccco1	-12	8	6	0.0	4	0.2	.	2
CCOC(=O)c1c(C)[nH]c(C(=O)OCc2csc(CC(=O)Nc3ccccc3C)n2)c1C	-16	.	7	.	14	0.3	2.2	-1
CCN(CC(=O)NCc1ccc(Cl)cc1)C(=O)c1cnc(Cl)c(Cl)c1	-9	-4	5	-0.1	-3	0.0	1.7	0
CCC(=O)Nc1ccc2c(c1)C(=O)N(C)C[C@H](OC)[C@H](C)CN(C(=O)c1ccc(F)cc1)[C@H](C)CO2	-3	1	-10	1.4	2	-0.4	-2.7	2
CC1(NC(=O)C2CCCCC2)CCS(=O)(=O)C1 (centres undefined)	-14	.	.	.	13	0.2	-2.0	1
CCCC#Cc1ccc([C@@H]2[C@@H](CO)N3C(=O)CN(C(=O)CN4CCOCC4)C[C@H]23)cc1	9	.	3	0.6	2	0.0	2.0	0
Cc1ccc(-c2ccc3c(c2)O[C@@H](CN(C)Cc2cccc(C(=O)O)c2)[C@H](C)CN([C@@H](C)CO)S3(=O)=O)cc1	-17	-8	-7	2.8	-19	-0.5	3.7	1
COC(CNC(=O)Cn1nc(Cc2ccncc2)c2ccccc2c1=O)OC	-15	2	0	.	8	0.2	-2.1	-3
Cc1ccc(NC(=O)CN(C)C(=O)Cn2nnc(-c3ccccc3C)n2)cc1	6	-2	-5	2.1	-43	0.0	-2.0	4
COc1ccc(C)cc1S(=O)(=O)N(CC(=O)NC1CCCC1)c1ccc(F)cc1	-16	-6	-3	-0.7	-7	0.4	-1.5	1
Cc1nc(CCNC(=O)c2cccs2)cs1	-13	1	-3	.	-3	.	-1.0	0
CC(=O)c1c(C)[nH]c(C(=O)CN2C(=O)NC3(CCCCC3C)C2=O)c1C (centres undefined)	-2	-6	-5	.	0	0.0	-0.6	1
COc1ccccc1N1CC(C(=O)OCC(=O)Nc2c(C)cccc2C)CC1=O (centres undefined)	0	-8	-1	-0.1	-5	0.0	-1.8	.
O=C(OC1CCOC1=O)c1ccc(CO)cc1 (centres undefined)	-2	-11	4	.	12	0.0	3.9	24
CCOc1cccc(C(c2c(C)n(C)n(-c3ccccc3)c2=O)c2c(C)n(C)n(-c3ccccc3)c2=O)c1OC	-1	5	6	.	-11	0.0	1.6	-5

A portion of the results above:
SMILES	RAD52 inh	RAD54 branch	DENV2 CPE	E-sel inducer	INS-1E GSIS act	Xi reactivation	F508del corr	Casp6 inh
Cc1nc(N)sc1C(=O)N/N=C/c1ccco1	-12	8	6	0.0	4	0.2	.	2
CCOC(=O)c1c(C)[nH]c(C(=O)OCc2csc(CC(=O)Nc3ccccc3C)n2)c1C	-16	.	7	.	14	0.3	2.2	-1
